# NCI-60 one-dose screen, 48 h, at 10 µM unless noted. Numbers give growth in % (100 = growth as untreated, 0 = no growth, -100 = all killed).
# SK-MEL-28 = SK-MEL-28 melanoma; 4.1% of 81,000 active; AID 1794761
# MDA-MB-435 = MDA-MB-435 melanoma. 7.8% of 82,000 active. AID 1794794
# T-47D = T-47D breast cancer; 5% of 79,000 active; AID 1794792
# SK-MEL-2 = SK-MEL-2 melanoma. AID 1794763. 4.7% of 77,000 active
# LOX IMVI = LOX IMVI melanoma; 7.4% of 79,000 active
# HS 578T = HS 578T breast cancer. 4.1% of 78,000 active
# BT-549 = BT-549 breast cancer; 4.4% of 78,000 active
# SK-MEL-5 = SK-MEL-5 melanoma. 6.4% of 80,000 active. AID 1794755
# Active calls of the source: *; · = no result given; & = joins results of further samples. How the source made its calls: active means growth percent below 10; inactive means the rest. No enrichment for hits; any-hit rate near 12%.
# The opening six entries as a preview:
# Assay codes: A = SK-MEL-28; B = MDA-MB-435; C = T-47D; D = SK-MEL-2; E = LOX IMVI; F = HS 578T; G = BT-549; H = SK-MEL-5
Molecule: CCCCOc1ccc(C(=O)CCN2CCCCC2)cc1
  A = 104&110	B = 103&101	C = 102&91	D = 91&92	E = 97&99	F = 99&118	G = 95&92	H = 97&103
Molecule: COc1ccc(C(=O)Nc2nc(-c3ccc(OC)cc3)cs2)cc1
  A = 107	B = 100	C = 97	D = ·	E = ·	F = 100	G = 121	H = 101
Molecule: O=S(=O)(c1ccc(F)cc1)N(CCCCCN(S(=O)(=O)c1ccc(F)cc1)S(=O)(=O)c1ccc(F)cc1)S(=O)(=O)c1ccc(F)cc1
  A = 107	B = 104	C = 97	D = 94	E = 97	F = 102	G = 102	H = 100
Molecule: CCN1C2CCC1/C(=C\c1ccc(OC)cc1)C1=C2[C@@H](c2ccc(OC)cc2)C(C#N)=C(N)O1 (some centres undefined)
  A = 89	B = 89	C = 62	D = 85	E = 87	F = 90	G = 87	H = 80
Molecule: Cn1ccn(CCCCCCn2ccn(C)c2=S)c1=S
  A = 102	B = 99	C = 104	D = 111	E = 99	F = 96	G = 99	H = 101
Molecule: Cc1cn(C2CC(O)C(O)C(CO)O2)c(=O)[nH]c1=O (centres undefined)
  A = 102	B = 99	C = 96	D = ·	E = 97	F = 112	G = 100	H = 100

# This part in full, repeating the preview:
# Assay codes: A = SK-MEL-28; B = MDA-MB-435; C = T-47D; D = SK-MEL-2; E = LOX IMVI; F = HS 578T; G = BT-549; H = SK-MEL-5
Molecule: CCCCOc1ccc(C(=O)CCN2CCCCC2)cc1
  A = 104&110	B = 103&101	C = 102&91	D = 91&92	E = 97&99	F = 99&118	G = 95&92	H = 97&103
Molecule: COc1ccc(C(=O)Nc2nc(-c3ccc(OC)cc3)cs2)cc1
  A = 107	B = 100	C = 97	D = ·	E = ·	F = 100	G = 121	H = 101
Molecule: O=S(=O)(c1ccc(F)cc1)N(CCCCCN(S(=O)(=O)c1ccc(F)cc1)S(=O)(=O)c1ccc(F)cc1)S(=O)(=O)c1ccc(F)cc1
  A = 107	B = 104	C = 97	D = 94	E = 97	F = 102	G = 102	H = 100
Molecule: CCN1C2CCC1/C(=C\c1ccc(OC)cc1)C1=C2[C@@H](c2ccc(OC)cc2)C(C#N)=C(N)O1 (some centres undefined)
  A = 89	B = 89	C = 62	D = 85	E = 87	F = 90	G = 87	H = 80
Molecule: Cn1ccn(CCCCCCn2ccn(C)c2=S)c1=S
  A = 102	B = 99	C = 104	D = 111	E = 99	F = 96	G = 99	H = 101
Molecule: Cc1cn(C2CC(O)C(O)C(CO)O2)c(=O)[nH]c1=O (centres undefined)
  A = 102	B = 99	C = 96	D = ·	E = 97	F = 112	G = 100	H = 100
Molecule: O=C(c1ccc(Cl)cc1)C1[C@H](c2ccccc2Br)[C@@H](c2ccccc2)NC12C(=O)Nc1ccc(Br)cc12 (some centres undefined)
  A = 44	B = -40*	C = 21	D = -51*	E = -100*	F = 12	G = 55	H = 14
Molecule: O=C(O)CCNC(=O)c1nc(-c2ccccc2)n(-c2ccc(F)cc2)n1
  A = 101	B = 101	C = 108	D = 108	E = 105	F = 110	G = 97	H = 102
Molecule: CC(=O)OCC1OC(n2ccc(=O)[nH]c2=O)C(OC(C)=O)C1OC(C)=O (centres undefined)
  A = 110	B = 109	C = 93	D = 94	E = 92	F = 113	G = 81	H = 99
Molecule: CCOC(=O)c1c(N)sc2cc(OC(C)=O)c(Br)cc12
  A = 94	B = 96	C = 96	D = 104	E = 102	F = 81	G = 78	H = 100

# Remaining list, next part.
# Assay codes: A = SK-MEL-28; B = MDA-MB-435; C = T-47D; D = SK-MEL-2; E = LOX IMVI; F = HS 578T; G = BT-549; H = SK-MEL-5
Molecule: NS(=O)(=O)c1ccc(N2C(=O)/C(=C/c3ccc(F)cc3)N=C2c2ccccc2)cc1
  A = 117	B = 95	C = 91	D = 98	E = 97	F = 87	G = 62	H = 94
Molecule: C#Cc1ccc(-n2c(/C=C/c3cccc(OC(F)(F)F)c3)nc3ncccc3c2=O)cc1
  A = 100	B = 100	C = 88	D = 89	E = 92	F = 97	G = 98	H = 95
Molecule: COc1ccc(C2=NN(c3ccccc3)C(c3sc(Cl)nc3Cl)C2)cc1 (centres undefined)
  A = 109	B = 97	C = 106	D = 103	E = 100	F = 99	G = 115	H = 100
Molecule: OC(CN1CCCCC1)c1ccc(Br)cc1 (centres undefined)
  A = 105	B = 118	C = 107	D = 97	E = 101	F = ·	G = 101	H = 102
Molecule: Cc1ccc(Cl)cc1NN
  A = 102	B = 90	C = 59	D = 94	E = 66	F = 85	G = 93	H = 88
Molecule: S=C(NNc1ccc(-c2ccccc2)nn1)Nc1ccccc1
  A = 105	B = 100	C = 98	D = 106	E = 98	F = 102	G = 99	H = 99
Molecule: Cc1sc2nc(NCCO)[nH]c(=O)c2c1C
  A = 111	B = 107	C = 96	D = ·	E = 95	F = ·	G = 99	H = 104
Molecule: Cn1c2c(c3ccc(Cl)c(Cl)c31)C(CN)C(C)(C)NC2=O (centres undefined)
  A = 92	B = 88	C = 94	D = 102	E = 91	F = 66	G = 103	H = 94
Molecule: CC(C)=CC(=O)N[C@H]1CC[C@]2(C)C3CC[C@]4(C)C(C(C)N(C)C)=CCC4C3CCC2[C@H]1O (some centres undefined)
  A = -73*	B = -34*	C = 39	D = 106	E = -59*	F = 57	G = 54	H = -76*
Molecule: N#Cc1c(Nc2ccccc2)n[nH]c1N
  A = 103	B = 109	C = 101	D = 122	E = 109	F = 86	G = 94	H = 107

# Quoted from the listing.
# OC(CN1CCCCC1)c1ccc(Br)cc1 (centres undefined) in MDA-MB-435 = 118
# NS(=O)(=O)c1ccc(N2C(=O)/C(=C/c3ccc(F)cc3)N=C2c2ccccc2)cc1 in SK-MEL-28 = 117

# Other compounds follow:
# Assay codes: A = SK-MEL-28; B = MDA-MB-435; C = T-47D; D = SK-MEL-2; E = LOX IMVI; F = HS 578T; G = BT-549; H = SK-MEL-5
Molecule: CNc1nc2c(s1)C(c1c(C)sc3ccccc13)CC(=O)N2 (centres undefined)
  A = 102	B = 86	C = 81	D = 109	E = 101	F = 91	G = 94	H = 95
Molecule: Cc1cc2n(n1)C(C(C)C)C(C(=O)c1cc(F)ccc1O)=CN2 (centres undefined)
  A = 99	B = 98	C = 89	D = 87	E = 94	F = 104	G = 90	H = 74
Molecule: COC(=O)CCSCc1ccccc1
  A = 103	B = 107	C = 85	D = 85	E = 97	F = 107	G = 90	H = 102
Molecule: Cc1ccc(NC(=O)CCC(=O)NS(=O)(=O)c2ccccc2)cc1
  A = 108	B = 105	C = 119	D = 102	E = 98	F = 103	G = 87	H = 100
Molecule: CCN(CC)CCSC(=O)c1ccc([N+](=O)[O-])cc1
  A = 104	B = 100	C = 109	D = 106	E = 113	F = 119	G = 112	H = 106
Molecule: Cc1cc(C)c2c(N)c(-c3nc4cccc(Cl)c4o3)sc2n1
  A = 103	B = 103	C = ·	D = ·	E = 93	F = 92	G = 99	H = 99
Molecule: COc1cccc(-c2ccc(/C=N/NC(=O)c3[nH]c4ccc(Br)cc4c3-c3ccccc3)s2)c1
  A = 8.8*	B = -51*	C = 53	D = -3.9*	E = 4.0*	F = 18	G = -27*	H = -61*
Molecule: COc1cc(OC)c(/C=C/C(=O)CC(=O)/C=C/c2c(OC)cc(OC)cc2OC)c(OC)c1
  A = 109	B = 108	C = 82	D = ·	E = 99	F = 110	G = ·	H = 111
Molecule: N#Cc1c2c(c(N)[nH]c1=O)C(=O)NC2(O)c1ccccc1 (centres undefined)
  A = 114	B = 109	C = 103	D = 98	E = 98	F = 111	G = 105	H = 99
Molecule: COc1ccc(-c2cc(=O)c3c(O)cc(O)cc3o2)cc1
  A = 111&113	B = 97&96	C = 100&101	D = 116	E = 92&83	F = 97&120	G = 109	H = 93&104

# More structures
# Assay codes: A = SK-MEL-28; B = MDA-MB-435; C = T-47D; D = SK-MEL-2; E = LOX IMVI; F = HS 578T; G = BT-549; H = SK-MEL-5
Molecule: CCOC(=O)c1ccc(OCC)cc1
  A = 113	B = 102	C = 101	D = 118	E = 98	F = 93	G = 96	H = 95
Molecule: CCOC(=O)C1CC(C(=O)OCC)C(C(=O)OCC)CC1C(=O)OCC (centres undefined)
  A = 110	B = 101	C = 110	D = 117	E = 95	F = ·	G = 108	H = 94
Molecule: O=[N+]([O-])c1cnc(Sc2ccncn2)c([N+](=O)[O-])c1
  A = 98	B = 91	C = -32*	D = 110	E = 97	F = 98	G = 111	H = 92
Molecule: CCCCn1cnc2c(=S)nc(N)[nH]c21
  A = 119	B = 97	C = 93	D = 119	E = 96	F = 114	G = 105	H = 109
Molecule: O=S(=O)(O)C(O)c1cccnc1 (centres undefined)
  A = 111	B = 106	C = 94	D = 102	E = 94	F = 112	G = 97	H = 102
Molecule: CNc1nc(SCc2ccc(Cl)cc2Cl)ncc1C
  A = 98	B = 100	C = 98	D = 91	E = 105	F = 102	G = 105	H = 110
Molecule: NC(=O)c1cnc(N/N=C/c2ccc(Cl)cc2)nc1N
  A = 108	B = 86	C = 90	D = 70	E = 87	F = 99	G = 95	H = 66
Molecule: CCOC(=O)CC1(C(=O)OCC)c2[nH]c3ccccc3c2CCN1Cc1ccccc1 (centres undefined)
  A = 105	B = 102	C = 59	D = 95	E = 87	F = 89	G = 105	H = 100
Molecule: OC1OC(COC(c2ccccc2)(c2ccccc2)c2ccccc2)C(O)C(O)C1O (centres undefined)
  A = 91	B = 91	C = 88	D = 92	E = 94	F = 105	G = 100	H = 100
Molecule: S=C(N/N=C/c1ccc2ccc3cccc4ccc1c2c34)NC12CC3CC(CC(C3)C1)C2
  A = 104	B = 102	C = 86	D = 117	E = 128	F = ·	G = 116	H = 102

# Following part:
# Assay codes: A = SK-MEL-28; B = MDA-MB-435; C = T-47D; D = SK-MEL-2; E = LOX IMVI; F = HS 578T; G = BT-549; H = SK-MEL-5
Molecule: C=CCNC(=S)/N=C/C(C(=O)Nc1ccccc1OC)=C(\C)O
  A = 112	B = 107	C = 86	D = 106	E = 98	F = 96	G = 100	H = 98
Molecule: CCNc1cc(-c2cccc(OC(F)(F)F)c2)nc2ccc(N3CCCC3)cc12
  A = 31	B = 2.2*	C = -25*	D = 6.0*	E = 11	F = 71	G = 75	H = -64*
Molecule: Cc1cc2c(s1)CCCC1CC(=O)N(CN3CCN(c4ccccc4)CC3)N=C21 (centres undefined)
  A = 116	B = 108	C = 99	D = 110	E = 101	F = 116	G = 107	H = 102
Molecule: N#Cc1c(-c2ccc(O)cc2)nc(Nc2nc3ccccc3s2)[nH]c1=O
  A = 107	B = 106	C = 94	D = 103	E = 65	F = 111	G = 101	H = 102
Molecule: O=C(Nc1cccc2c(OC(=O)C(Cl)Cl)c(N=Nc3ccc(S(=O)(=O)Nc4nccs4)cc3)cc(N=Nc3ccc(S(=O)(=O)Nc4nccs4)cc3)c12)C(Cl)Cl
  A = 118&103	B = 102&101	C = 88&77	D = ·	E = 70&89	F = 103&95	G = 97&97	H = 98&98
Molecule: CCN(CC)CCOC1CCCCC1
  A = 103	B = 103	C = 103	D = ·	E = 98	F = 107	G = 103	H = 98
Molecule: Cn1nc(-c2ccccc2)c(C#N)c1Nc1ccccc1
  A = 119	B = 107	C = 90	D = 118	E = 126	F = 113	G = 91	H = 96
Molecule: Nn1c(CCl)nc2c(cnn2-c2ccccc2)c1=O
  A = 114	B = 106	C = 93	D = 121	E = 91	F = 102	G = 112	H = 99
Molecule: CCN(CC)CCN1C(=O)c2c(c3c4ccccc4[nH]c3c3[nH]c4ccccc4c23)C1=O
  A = 96	B = 96	C = 82	D = 101	E = 82	F = 87	G = 83	H = 94
Molecule: Nc1nc2c(C(=O)Nc3ccc(Br)cc3)c(Nc3ccccc3)nn2cc1-c1nc2ccccc2s1
  A = 111	B = 108	C = ·	D = 106	E = 97	F = 103	G = 103	H = 103

# The results go on.
# Assay codes: A = SK-MEL-28; B = MDA-MB-435; C = T-47D; D = SK-MEL-2; E = LOX IMVI; F = HS 578T; G = BT-549; H = SK-MEL-5
Molecule: O=C(Nc1ccccc1C(=O)N/N=C/c1cc2ccccc2cn1)c1ccc(F)cc1
  A = 84	B = 89	C = 56	D = 80	E = 74	F = 94	G = 82	H = 67
Molecule: O=C(Nc1nccs1)c1noc2ccccc12
  A = 103	B = 105	C = 58	D = 109	E = 96	F = 97	G = 102	H = 91
Molecule: COc1ccc(-n2cnc3c(N)nc(N)nc32)cc1
  A = ·	B = 102	C = 98	D = 80	E = 107	F = 91	G = 116	H = 95
Molecule: N=C(N)SCc1ccccc1 (tested in a mixture with another compound)
  A = 113	B = 102	C = 101	D = 103	E = 94	F = 112	G = 91	H = 99
Molecule: C/C(=C\c1ccccc1)C(=O)c1ccccc1
  A = 100&102	B = 107&108	C = 108&97	D = 104	E = 99	F = 100&103	G = 101&121	H = 104
Molecule: CC(=O)c1ccc(N2C(=O)[C@H]3CC=CC[C@H]3C2=O)cc1
  A = 104	B = 105	C = 92	D = 108	E = 103	F = ·	G = 99	H = 101
Molecule: CN(C)c1ccc(/C=C2\S/C(=N\N=C(c3ccccc3)c3ccccc3)NC2=O)cc1
  A = 107	B = 99	C = 84	D = 101	E = 95	F = 93	G = 92	H = 98
Molecule: Cc1ccc(Nc2nnc(SCC#N)s2)cc1
  A = ·	B = 101	C = 84	D = 73	E = 94	F = 105	G = 125	H = 101
Molecule: O=Cc1c(OCc2cnnn2CC(=O)Nc2ccc(Br)cc2)ccc2ccccc12
  A = 100	B = 102	C = 79	D = 102	E = 79	F = 85	G = 81	H = 94
Molecule: C/C=C/C(=O)N(CC)c1ccccc1
  A = 120	B = 105	C = 107	D = 126	E = 94	F = 102	G = 110	H = 97
Molecule: Cc1nc(N)[nH]c(=O)c1Br
  A = 114	B = 115	C = 112	D = 115	E = 97	F = 142	G = 107	H = 112
